M1AAP inhibition: P. falciparum M1AAP inhibitors, biochemical, fluorogenic H-Leu-NHMec substrate, 1536-well (AID 1445); recombinant M1AAP, H-Leu-NHMec fluorogenic kinetic assay; higher % means a stronger effect; one-dose inhibition, % at 30 µM; IC50 in µM for titrated hits; 0.42% of 220,000 active;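 active = primary inhibition above the hit cutoff, then over 50% inhibition at one or more dose response concentrations, cut at about 23% in these data, passing the limit was not always enough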;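 note: plate controls were DMSO full reaction for no effect and no enzyme background for full effect; strong numbers were not always called active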
HEK293 NOD2/NF-kB: inhibition of NOD2-driven NF-kB reporter – cell-based, luminescence, uHTS, HEK293 (AID 1566); one-dose inhibition, % at 4 µM; EC50 in µM for titrated hits; 0.63% of 290,000 active; HEK293 NOD2/NF-kB luciferase reporter, luminescence; higher % means a stronger effect; note: many of its hits are not listed in these tables
M17LAP inhibition: P. falciparum M17LAP inhibitors, primary screen, biochemical, fluorogenic H-Leu-NHMec substrate, 1536-well (AID 1619); recombinant M17LAP, H-Leu-NHMec fluorogenic kinetic assay; higher % means a stronger effect; one-dose inhibition, % at 30 µM; IC50 in µM for titrated hits; 0.38% of 220,000 active;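 active = compound inhibiting the enzyme by more than half at any dose during confirmatory dose-response retesting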;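 note: plate controls were full reaction with DMSO carrier for no effect and no enzyme background for full effect; strong numbers were not always called active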
AID2073: disruptors of CaV2.2 binding to Mint1 – biochemical, HTRF (AID 2073). 0.19% of 290,000 active. one-dose inhibition, % at 20 µM; IC50 in µM for titrated hits. HTRF protein-protein interaction, Mint1-CaV2.2; higher % means a stronger effect; in the data active = inhibition mostly above about 51%, no sharp cut-off; note: some results filed as inactive read as strong as hits
KOR beta-arrestin-1: kappa opioid receptor blockers – cell-based, luminescence, uHTS (AID 1778) | KOR beta-arrestin recruitment, luminescence, antagonist mode; higher % means a stronger effect | 0.091% of 290,000 active | one-dose inhibition, % at 10 µM; IC50 in µM for titrated hits; note: strong numbers were not always called active
Dynein cargo inh: dynein cargo transport inhibition; AID 1381; z-score, hits read low; 3617.4 mouse cells, GR-EGFP nuclear translocation imaging; test concentration mostly 20 µM; stimulated with dexamethasone, 1 µM; active compounds read low; 0.47% of 220,000 active;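 active = plate z-score of nuclear minus cytoplasmic receptor signal below a set negative limit, without overly bright fluorescence or cell loss, cut at about -3.5 in these data, passing the limit was not always enough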;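 note: z-score of nuclear minus cytoplasmic ring GR-EGFP intensity difference per well; some compounds called inactive have numbers as strong as hits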
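Buffer or medium: tetracycline-free induction medium containing charcoal-stripped FBS / Reagent: dexamethasone agonist, 1.0 µM final, for 30 min / Technique: automated 10x imaging of fixed Hoechst-stained cells / Times: induction 48 h, compound 1 h, agonist 30 min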
NOD1 NF-kB reporter: inhibition of NOD1-driven NF-kB reporter – cell-based, luminescence, uHTS, primary screen (AID 1578) | NOD1-driven NF-kB luciferase reporter cells, luminescence; higher % means a stronger effect | inhibition, % at 4 µM, or EC50 in µM where a hit was titrated | 1% of 290,000 active; in the data active = inhibition mostly above about 36%, no sharp cut-off; inactive = mostly below about 34%;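 note: HEK-293T reporter cells stimulated with the NOD1 agonist gamma-tri-DAP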
GPR55 activation: selective activators of receptor GPR55 – imaging, U2OS cells, beta-arrestin-GFP redistribution, primary screen (AID 1961) | activation, % at 10 µM; hits with a dose series show EC50 in µM | 0.048% of 290,000 active | U2OS GPR55 beta-arrestin-GFP redistribution imaging; higher % means a stronger effect;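 active = activation above 40% with more than 50 cells counted in the well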;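 note: U2OS osteosarcoma cells stably expressing GPR55 and beta-arrestin-GFP; plate controls were DMSO negative control for no effect and LPI positive control for full effect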
KOR beta-arrestin-2: kappa opioid receptor activators – cell-based, luminescence, uHTS, primary screen (AID 1777) | KOR beta-arrestin recruitment, luminescence; higher % means a stronger effect | activation, % at 10 µM; hits with a dose series show EC50 in µM | 0.02% of 280,000 active; in the data active = activation above about 50%, passing the limit was not always enough; note: a part of the inactive calls stands beside numbers as strong as those of hits
Dynein cargo inh cytoplasmic EGFP: also measured in Dynein cargo inh; calls as there; z-score; measured here: cytoplasmic GR-EGFP intensity; active compounds read high
Dynein cargo inh nuclear GR-EGFP: second read-out of Dynein cargo inh, no call of its own (marks repeat the call); z-score; measured here: nuclear GR-EGFP intensity;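 lower value marks the stronger effect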
Dynein cargo inh cell count: also measured in Dynein cargo inh; calls as there; z-score; measured here: cell count per field
The depositor's hits bear a star; nt = no result given; [ ] = remark or other dose. Cut-off read from the data, not from the text of the source, unless noted: active = inhibition above about 50%; inactive = the rest. Only part of the results is shown (hit frequency here may not be typical).

SMILES	M1AAP inhibition	HEK293 NOD2/NF-kB	M17LAP inhibition	AID2073	KOR beta-arrestin-1	Dynein cargo inh	Dynein cargo inh cytoplasmic EGFP	Dynein cargo inh nuclear GR-EGFP	Dynein cargo inh cell count	NOD1 NF-kB reporter	GPR55 activation	KOR beta-arrestin-2
Cc1nn(C)cc1S(=O)(=O)N1CCN(c2ccccc2)CC1	nt	-22%	nt	9%	21%	nt	nt	nt	nt	-4%	1.3%	-1.3%
Cc1ccc(CS(=O)(=O)Cc2ccc(C(=O)NCCCN3CCOCC3)o2)cc1	2%	5%	1%	1%	-52%	0.012	-0.46	-0.082	0.65	2%	-0.1%	9.2%
COc1cc(C(=O)Nc2nc3ccc(S(C)(=O)=O)cc3s2)cc(OC)c1C	-1%	40%	7%	41%	-5%	-0.32	0.2	-0.17	0.6	0%	0.2%	3.2%
CNc1nc(SC(C)C(=O)Nc2ccc(Cl)c(Cl)c2)nc(N2CCOCC2)n1 (centres undefined)	-1%	12%	1%	-2%	18%	-1.4	-0.28	-1	3.2	-30%	0.0%	-0.1%
CCNC(=S)NNC(=O)c1ccc(OC(F)F)cc1	1%	-19%	13%	-9%	-1%	-0.42	0.21	0.15	-0.016	15%	0.3%	4.9%
N/C(=N\OC(=O)c1cccc(Br)c1)c1ccc([N+](=O)[O-])cc1	nt	6%	nt	10%	10%	nt	nt	nt	nt	-12%	-0.2%	3.5%
CCCc1c(C(=O)N/N=C/c2ccccc2OCc2ccc(F)cc2)nnn1-c1nonc1N	nt	0%	nt	35%	-436%	nt	nt	nt	nt	-32%	-0.1%	16%
CCCN1C(=O)c2cc(C(=O)NCCc3cccc(C)c3)ccc2C1O (centres undefined)	-2%	-4%	-3%	-2%	28%	-0.42	-0.11	-0.2	-0.58	-25%	0.2%	-5.4%
CN(C(=O)c1ccc(Br)o1)C1CCS(=O)(=O)C1 (centres undefined)	nt	-11%	nt	-4%	14%	nt	nt	nt	nt	2%	0.0%	-4.1%
Cc1ccc(CSc2ncnc3c2cnn3Cc2ccccc2)cc1	-6%	-1%	12%	8%	32%	1.5	-0.043	0.85	-0.21	6%	0.0%	-1.1%
CN(c1ccc(C(=O)NCCSCc2ccc(Cl)cc2)cc1)S(=O)(=O)c1ccccc1	-2%	14%	-2%	8%	-10%	-0.64	-0.33	-0.59	0.57	66%	-0.1%	2.3%
CCCOc1ccc(C2NC(=O)NC(c3ccccc3)=C2C(C)=O)cc1OCC (centres undefined)	-1%	16%	1%	-3%	6%	-0.66	-0.12	-0.4	0.42	-6%	0.2%	0.2%
O=C(CCc1ccccc1)NC(c1cccs1)c1cc(Cl)c2cccnc2c1O (centres undefined)	-7%	24%	-11%	17%	12%[20 µM]	2.7	0.47	1.4	-0.76	24%	0.7%	nt
O=C(CCc1ccccc1)N/N=C/c1cccc(O)c1	4%	3%	16%	-1%	-2%[20 µM]	-0.53	-0.25	-0.35	0.69	-25%	-0.1%	nt
O=C(NCCc1ccccc1)c1ccc(-c2ccccc2C(F)(F)F)o1	4%	-22%	16%	5%	-47%	0.14	-0.15	0.42	0.61	-40%	0.7%	3.0%
COc1cc(NC(=O)Cc2ccccc2)ccc1NC(=O)c1ccccc1	nt	2%	nt	12%	18%	nt	nt	nt	nt	-3%	-0.2%	-0.6%
O=C(c1ccc(CSc2ccc(Cl)cc2)cc1)N1CCOCC1	3%	-4%	2%	3%	-85%[20 µM]	0.22	-0.14	0.59	-0.77	-3%	-0.1%	-0.6%
CC1(C)Cc2noc(N)c2C(C)(C)N1OC(=O)c1cccs1	-1%	12%	4%	-2%	-4%	-0.095	-0.22	-0.79	1.2	-15%	-0.2%	-0.7%
COC(=O)c1ccc(NC(=O)CSc2nnc(-c3ccncc3)n2N)cc1	4%	-7%	-5%	2%	-9%	-0.93	-0.25	-0.58	0.82	-25%	0.0%	1.3%
CCCC(=O)NCC(c1cccs1)S(=O)(=O)c1ccc(Cl)cc1 (centres undefined)	nt	12%	nt	6%	16%	nt	nt	nt	nt	-18%	-0.1%	-0.9%
Cc1c(CC(=O)O)c(=O)oc2c(C)c3occ(-c4ccc(F)cc4)c3cc12	nt	26%	nt	27%	0%	nt	nt	nt	nt	-9%	0.0%	-4.0%
CC1C2(C)OCC(C#N)(C(=N)O2)C1(C#N)C#N (centres undefined)	5%	4%	-90%	10%	22%	0.22	-0.26	-0.013	-0.44	-7%	-0.1%	-1.2%
CC(C)C(C)(C#N)NC(=O)CN1C(=O)NC2(CCCc3ccccc32)C1=O (centres undefined)	nt	-5%	nt	-2%	-8%	nt	nt	nt	nt	-45%	-0.2%	5.0%
COc1ccc(CCNC(=O)COC(=O)Cc2cc(OC)c(OC)c(OC)c2)cc1	6%	18%	0%	8%	0%	0.77	-0.24	0.55	-0.039	-15%	-0.3%	-6.3%
COc1ccc(C(=O)N2CCC(N3CCN(c4ccccc4)CC3)CC2)cc1	0%	18%	12%	6%	23%	-0.7	-0.19	-0.41	0.36	-10%	0.3%	-5.8%
CN1C(=O)CC(C(=O)Nc2ccc(F)cc2)SC1=Nc1ccc2c(c1)OCO2 (centres undefined)	1%	6%	-3%	4%	8%	-0.54	-0.031	-0.34	0.43	0%	0.6%	-1.2%
CS(=O)(=O)c1ccc(Cl)c(NC(=O)CCl)c1	-1%	-1%	-7%	-10%	-12%	-0.84	-0.031	-0.28	-0.38	43%*	0.1%	12%
Cn1c(=O)c2c(nc(SCC(=O)OCc3ccccc3)n2C)n(C)c1=O	4%	14%	-5%	-6%	-6%	-0.046	0.31	0.11	0.44	2%	0.7%	-3.4%
O=C(CN1C(=O)S/C(=C/c2ccccn2)C1=O)N1CCOCC1	nt	3%	nt	-2%	1%	nt	nt	nt	nt	-25%	-0.1%	-3.6%
Cc1ccc([N+](=O)[O-])cc1-c1ccc(/C=N/NC(=O)c2cc3c(ccc4ccccc43)o2)o1	1%	-14%	4%	-14%	27%	3.5	0.043	1.7	-1.5	-11%	-0.1%	-4.1%
O=[N+]([O-])c1ccc(C=Nc2cccc3ccccc23)s1	9%	7%	-8%	0%	-34%[20 µM]	1.1	0.82	1.4	-1.9	-32%	0.1%	-3.5%
OC(CN1c2ccccc2Sc2ccccc21)Cn1nnc2ccccc21 (centres undefined)	18%	-6%	14%	22%	-25%	1.4	-0.52	0.42	-0.013	-23%	0.3%	2.3%
O=C(NC1CCCCC1)C(c1ccncc1)N(Cc1ccc2c(c1)OCO2)C(=O)C(F)(F)F (centres undefined)	10%	7%	8%	-17%	-1%	-0.63	-0.23	-0.078	0.72	-18%	0.1%	-1.3%
CC1(C)Cc2c(c(N3CCCC3)nc3sc4c(N5CCN(CCO)CC5)ncnc4c23)CO1	-2%	4%	0%	-9%	-19%	3.9	-0.25	1.3	-1	-31%	-0.3%	0.5%
NC(=O)CSC1=N/C(=C\c2ccco2)C(=O)N1c1ccc(OC(F)F)cc1	12%	0%	11%	30%	-11%	-0.88	-0.27	-0.42	0.94	-38%	0.1%	-4.7%
COc1ccc(-n2nc(C(=O)NCC(=O)Nc3ccccn3)c3ccccc3c2=O)cc1	-10%	10%	11%	30%	-8%	0.74	-0.22	1	0.28	-8%	0.2%	-0.9%
COc1ccccc1OCC(=O)NC1CCCCCC1	2%	10%	-8%	1%	12%	-0.88	-0.082	-0.51	0.77	-20%	1.4%	0.3%
O=C1c2ccccc2CN2C(=O)c3ccccc3CN12	nt	-3%	nt	6%	22%	nt	nt	nt	nt	-8%	-0.1%	-2.5%
COc1cccc(C(C(=O)NC(C)(C)C)N(C(=O)CCC(=O)Nc2cc(C)on2)C(C)(C)C)c1OC (centres undefined)	-3%	3%	-20%	-8%	1%	0.25	-0.18	0.15	0.2	-73%	-0.3%	-4.3%
COC(=O)CCSc1cc([N+](=O)[O-])cc2c1c(C1OCCO1)nn2-c1ccccc1	2%	11%	-13%	10%	-20%	-0.65	-0.3	-0.62	0.94	-11%	-0.2%	-0.4%
CN(C)C=NC(=O)/C(C#N)=C/c1ccccc1	3%	14%	17%	9%	-11%	2	-0.01	1.3	-0.73	-17%	0.1%	-1.2%
Cc1cc(-c2n[nH]c(=S)n2/N=C/c2ccco2)n[nH]1	6%	8%	20%	-24%	-7%	0.15	-0.24	-0.033	-0.5	3%	0.3%	1.5%
O=C(Cn1ncc(N2CCOCC2)c(Cl)c1=O)c1ccc(Cl)cc1	2%	-22%	4%	-5%	-7%	-0.88	-0.29	0.31	-0.45	-14%	0.1%	-3.0%
Cc1ccc(C(=O)NNc2c3ccccc3nc3ccccc23)cc1	10%	11%	-5%	0%	nt	-0.63	-0.21	-0.3	0.97	0%	-0.1%	0.4%
COC(=O)c1cc(NC(=O)Cc2cc(OC)c(OC)c(OC)c2)cc(C(=O)OC)c1	1%	14%	8%	32%	16%	-1.4	-0.24	-0.6	1.4	-21%	-0.2%	-3.4%
COc1cc2c(cc1OC)C(c1cccs1)NCC2 (centres undefined)	1%	-1%	7%	-9%	-43%	-1.1	-0.36	-0.64	1.1	-22%	-1.0%	4.4%
CCC(Sc1nc2ccccc2c(=O)n1CC1CCCO1)C(=O)NCc1cccnc1 (centres undefined)	2%	4%	-2%	-6%	17%	0.95	-0.24	-0.021	-0.26	-16%	-0.1%	-0.3%
COCCN(C(=O)CSc1nnc(Nc2ccccc2F)s1)c1c(N)n(Cc2ccccc2)c(=O)[nH]c1=O	4%	1%	3%	-4%	4%	-0.23	-0.22	0.55	1.1	-21%	-0.2%	2.3%
CCN(CC)S(=O)(=O)c1cccc(NC(=O)COC(=O)c2cc(C)oc2C)c1	2%	18%	-2%	0%	4%	-0.36	-0.28	0.0072	0.025	22%	-0.1%	2.0%

Three compounds out of the list, arranged by formula weight, descending.
SMILES	M1AAP inhibition	HEK293 NOD2/NF-kB	M17LAP inhibition	AID2073	KOR beta-arrestin-1	Dynein cargo inh	Dynein cargo inh cytoplasmic EGFP	Dynein cargo inh nuclear GR-EGFP	Dynein cargo inh cell count	NOD1 NF-kB reporter	GPR55 activation	KOR beta-arrestin-2
O=C(Cn1ncc(N2CCOCC2)c(Cl)c1=O)c1ccc(Cl)cc1	2%	-22%	4%	-5%	-7%	-0.88	-0.29	0.31	-0.45	-14%	0.1%	-3.0%
Cc1ccc(C(=O)NNc2c3ccccc3nc3ccccc23)cc1	10%	11%	-5%	0%	nt	-0.63	-0.21	-0.3	0.97	0%	-0.1%	0.4%
Cc1cc(-c2n[nH]c(=S)n2/N=C/c2ccco2)n[nH]1	6%	8%	20%	-24%	-7%	0.15	-0.24	-0.033	-0.5	3%	0.3%	1.5%

Screens deposited in PubChem by several laboratories.
